High-throughput results from PubChem.
CHX counter = affects cycloheximide protein synthesis inhibition readout, counter-screen; 300,000 compounds, 12% hits; cell reporter, cycloheximide protein synthesis inhibition counterscreen; AID 2314; max response, %; in the data active means max response mostly above about 13%, no sharp cut-off; inactive means mostly below about 14%; further: read at 38.3 µM for the half of the compounds with a filed dose; 0% is about no effect
LmPK inh = inhibitors of Leishmania mexicana pyruvate kinase | Potency, µM (series often up to 57.5 µM), without a hit: at the highest dose activity change, negative = inhibition, most hits filed as inhibitors | Q27686 | purified LmPK, Kinase-Glo ATP luminescence, 1 h | 290,000 compounds, 0.37% hits; further: potency means the concentration at half of the fitted maximal effect; on the % scale 0 is the no-effect control and ±100 the full control effect
Target sequence (Q27686 whole entry, looked up): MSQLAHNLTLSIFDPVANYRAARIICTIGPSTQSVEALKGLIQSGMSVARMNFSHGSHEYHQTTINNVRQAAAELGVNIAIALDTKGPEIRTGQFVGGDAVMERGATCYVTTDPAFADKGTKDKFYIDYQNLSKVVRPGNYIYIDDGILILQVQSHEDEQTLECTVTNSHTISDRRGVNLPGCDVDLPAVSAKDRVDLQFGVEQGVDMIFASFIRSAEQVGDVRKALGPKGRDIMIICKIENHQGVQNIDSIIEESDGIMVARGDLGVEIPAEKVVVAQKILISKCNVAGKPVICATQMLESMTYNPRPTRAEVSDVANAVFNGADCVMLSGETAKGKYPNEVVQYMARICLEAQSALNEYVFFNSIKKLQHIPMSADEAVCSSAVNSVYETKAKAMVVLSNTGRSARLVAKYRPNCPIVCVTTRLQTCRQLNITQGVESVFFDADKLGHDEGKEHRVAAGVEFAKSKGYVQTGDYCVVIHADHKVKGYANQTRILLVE
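Purified LmPK (0.1 nM) converted ADP (0.1 mM) to ATP with PEP (0.5 mM) in imidazole buffer pH 7.2 with KCl and MgCl2, 1 h at room temperature. ATP was read by Kinase-Glo luminescence; data normalized to uninhibited and no-enzyme controls.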
Pf growth 48h = inhibits P. falciparum growth in the first generation, 48 h | P. falciparum luciferase growth in erythrocytes, 48 h | Potency, µM (top dose mostly 28.7 µM), for inactives: at the highest dose activity change, negative = inhibition, hits mostly inhibitors | 310,000 compounds, 5.9% hits | AID 504832; further: potency means the concentration at half of the fitted maximal effect; on the % scale 0 is the no-effect control and ±100 the full control effect
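Luminescence readout; reporter = integrated firefly luciferase in P. falciparum. RBC culture at 2% hematocrit, 0.1% parasitemia final, 37 C/5% CO2; decreased signal taken as growth inhibition.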
TbPYK inhibitor = T. brucei pyruvate kinase inhibition; Q57TT1; TbPYK enzyme, Kinase-Glo Plus ATP luminescence, 45 min; Potency, µM (highest dose often 76.8 µM), inactives show at the highest dose activity, negative = inhibition, most hits filed as inhibitors; 410,000 compounds, 0.12% hits; AID 624173; further: potency means the concentration at half of the fitted maximal effect; on the % scale 0 is the no-effect control and ±100 the full control effect; nearly all actives have a fitted effect of over 50% in size
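Enzyme and substrate buffer are dispensed first and compound is pin-transferred. ADP at 130 uM final then starts the reaction, which runs 45 min at room temperature. Detection reagent is added for 10 min before luminescence is imaged.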
Shiga toxin inh = inhibitors of Shiga toxin in Vero cells | Vero cells, Shiga toxin protein synthesis inhibition reporter | inhibition, % at 38.7 µM | 290,000 compounds, 9.2% hits | AID 2315; in the data active means inhibition mostly above about 28%, no sharp cut-off; inactive means mostly below about 43%; further: 0% is about no effect
Pf growth 96h = P. falciparum growth inhibition at 96 hours. 320,000 compounds, 6.9% hits. AID 504834. P. falciparum luciferase reporter growth, 96 h. Potency, µM (doses to about 28.7 µM), without a hit: at the highest dose activity change, negative = inhibition, hits mostly inhibitors; further: potency means the concentration at half of the fitted maximal effect; on the % scale 0 is the no-effect control and ±100 the full control effect
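Delayed-death screen, second-generation endpoint: infected erythrocytes, 2% hematocrit, 0.05% parasitemia final; 96 hours at 37 C, 5% CO2; luciferase detection reagent; luminescence decrease equals reduced growth.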
AmpC inh no detg = blocks E. coli AmpC beta-lactamase in detergent-free assay; P00811; AmpC nitrocefin hydrolysis, absorbance 480 nm, 0.0001% Triton; Potency, µM (series often up to 57.1 µM), for inactives: at the top dose activity change, negative = inhibition, actives largely listed as inhibitors; 330,000 compounds, 0.52% hits; AID 485341;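 further: potency means the concentration at half of the fitted maximal effect; plate controls were no compound for no effect and no enzyme for full effect; nearly all actives have a fitted effect of over 20% in size; some results filed as inactive show a strong effect at the top dose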
Target sequence (P00811 whole entry, looked up): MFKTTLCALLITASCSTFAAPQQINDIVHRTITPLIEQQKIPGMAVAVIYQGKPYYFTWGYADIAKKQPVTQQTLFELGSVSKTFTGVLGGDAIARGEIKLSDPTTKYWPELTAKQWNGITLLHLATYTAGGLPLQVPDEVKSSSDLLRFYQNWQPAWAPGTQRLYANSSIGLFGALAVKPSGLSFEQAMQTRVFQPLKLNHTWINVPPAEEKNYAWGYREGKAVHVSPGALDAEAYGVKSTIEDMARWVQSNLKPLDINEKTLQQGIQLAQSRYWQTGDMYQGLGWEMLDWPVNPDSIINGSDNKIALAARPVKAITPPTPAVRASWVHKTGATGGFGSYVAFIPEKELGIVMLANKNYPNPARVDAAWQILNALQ
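AmpC (5.3 nM in the dispensed reagent) in 20 mM phosphate pH 7.0 with 0.01% (detergent screen) or 0.0001% Triton X-100 was preincubated with compounds for 15 min at room temperature. Nitrocefin was then added from an 800 uM solution, and hydrolysis was followed at 480 nm.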
The depositor's hits bear a star; ? = inconclusive; · = no result given; & = joins results of further samples; ! = a repeat was not active; [ ] = another dose, or the depositor's remark. Unless noted, the call rests on the fitted dose curve; in most records, active means well fitted curve in the direction sought with a large enough effect; inconclusive means small, poorly fitted or top-dose-only effect, or another doubt; inactive means no such curve, though single readings can be large; an effect the other way counts as inactive or inconclusive.

1: CCOCCc1c(O)nc(SCCOc2ccc(C)c(C)c2)[nH]c1=O
2: CCc1ccc(CN(C)C(=O)CCc2nnc(-c3ccc(-c4ccccc4)cc3)o2)nc1
3: Cc1ccc(-n2cc(CNCCc3cscn3)c(-c3ccc(F)cc3)n2)cc1
4: CC(C)NC(=O)c1c(CSc2ccccc2)noc1C(=O)NCc1ccccc1
5: CC(C)(C)C1CCC(OC(=O)c2cncc(Br)c2)CC1 (centres undefined)
6: CCOc1ccccc1NC(=O)COC(=O)c1cnc(C)cn1
7: Cc1nc(NC(=O)COC(=O)CCC(=O)c2cccs2)c(Cl)cc1Cl
8: c1ccc(CN(Cc2ccccc2)c2c3c(nc4ncnn24)CCC3)cc1
9: Cc1cc(C)nc(SCc2ccc(C(=O)N/N=C/c3cccnc3)cc2)n1
10: O=C(CCN1CCN(Cc2ccccc2)CC1)Nc1cccc(Cl)c1

compound no.,1,2,3,4,5,6,7,8,9,10
CHX counter,-1,17*,10,-8,6,·,-7,0,-2,-1
LmPK inh,-4%,1%,-8%,2%,9%,·,3%,0%,9%,0%
Pf growth 48h,19%,?,?,-46%,63%[activator],13%,-8%,?,-23%,-12%
TbPYK inhibitor,4%,0%,7%,3%,2%,0%,-5%,1%,·,-5%
Shiga toxin inh,-15,37,29,-3,38,·,-7,21,-9,-3
Pf growth 96h,-4%,12µM*,7%,16%,36%[activator],15%,-21%,?,-4%,?
AmpC inh no detg,-30%,185%[activator],83%[activator],-24%,-18%,-10%,-10%,87%[activator],12%,70%[activator]

Record cards (already shown):
O=C(CCN1CCN(Cc2ccccc2)CC1)Nc1cccc(Cl)c1 is listed with CHX counter: -1; LmPK inh: 0%; Pf growth 48h: -12%; TbPYK inhibitor: -5%; Shiga toxin inh: -3; Pf growth 96h: ?; AmpC inh no detg: 70%[activator]
Cc1nc(NC(=O)COC(=O)CCC(=O)c2cccs2)c(Cl)cc1Cl is listed with CHX counter: -7; LmPK inh: 3%; Pf growth 48h: -8%; TbPYK inhibitor: -5%; Shiga toxin inh: -7; Pf growth 96h: -21%; AmpC inh no detg: -10%

Other entries follow:
11: O=C(O)CCCc1ccc2ccc3cccc4ccc1c2c34
12: CCN(CC)CCCN(Cc1cc2cc3c(cc2[nH]c1=O)OCO3)C(=S)NCCCN(C)C
13: COCC(=O)OCC(=O)Nc1ccc(Cl)cc1[N+](=O)[O-]
14: CN1C(=O)C2(Nc3ccccc3-c3nc4ccccc4n32)c2ccccc21 (centres undefined)
15: C=CCN(C(=O)c1csnn1)C(C(=O)NCc1ccc(F)cc1)c1cccs1 (centres undefined)
16: CC(C)NC(=O)NC(=O)COC(=O)c1cc[n+]([O-])cc1
17: COc1ccc(N2C(=O)CC(Sc3ncn[nH]3)C2=O)c(OC)c1 (centres undefined)
18: O=c1c2ccccc2nc2ccc(N3CCOCC3)nn12
19: CCc1nccn1S(=O)(=O)c1ccc2ccc(C)cc2c1
20: COc1ccc(C2CC(c3cccs3)=NN2c2ccc(C=O)cc2)cc1 (centres undefined)

compound no.,11,12,13,14,15,16,17,18,19,20
CHX counter,-3,-3,12,7,-4,-4,8,28*,5,46*
LmPK inh,3%,-8%,2%,-2%,1%,2%,-22%,-29%,-3%,3%
Pf growth 48h,6%,5%,46%[activator],8.3µM*,8%,6%,-14%,102%[activator],3%,0%
TbPYK inhibitor,0%,-13%,5%,4%,-4%,0%,?,-1%,-3%,0%
Shiga toxin inh,17,-6,11,6,-12,2,-12,52*,-2,55*
Pf growth 96h,31%[activator],?,14%,-8%,12%,31%,3%,?,-15%,8%
AmpC inh no detg,-27%,-13%,-7%,-5%,-19%,-31%,76%[activator],-20%,-17%,-1%

21: COc1ccc(S(=O)(=O)N2CCCCC2)cc1NC(=O)c1cccnc1SC
22: COc1ccc(/C=N/NC(=O)Cn2nc([N+](=O)[O-])cc2C)c(OC)c1OC
23: O=C(COc1cccc(C(F)(F)F)c1)Nc1ccc(S(=O)(=O)N2CCCCC2)cc1
24: Clc1cccc(OCCCn2ccnc2)c1
25: Cc1ccc(/C=C/C(=O)NC2CCS(=O)(=O)C2)cc1 (centres undefined)
26: Oc1c(Cl)cc(Cl)c2cccnc12
27: CC(C)(C)C(=O)CSc1ncnc2c1cnn2-c1ccccc1
28: C=CCNC(N)=S
29: O=C(CCc1ccccc1)Nc1c(F)c(F)c(F)c(F)c1F
30: O=C(CSCC(=O)Nc1nccs1)Nc1ccccc1

compound no.,21,22,23,24,25,26,27,28,29,30
CHX counter,-3,1,·,2,20*,-1,43*,-3,-7,7
LmPK inh,5%,2%,·,-1%,-5%,3%[11.5 µM],5%,0%,-2%,-2%
Pf growth 48h,?,?,?,-9%,?,8.5µM*,223%[activator],6%&-11%,10%,10%
TbPYK inhibitor,8%,-3%,0%,-2%,-1%,-8%&-12%,2%,1%&5%,1%,0%
Shiga toxin inh,-6,-3,·,-1,14,-1,62*,-3,-3,22
Pf growth 96h,?,34%[activator],9.3µM*,?,48%[activator],4.3µM*!,29%,26%&-5%,21%,?
AmpC inh no detg,-7%,6%,-33%,-3%,-20%,-34%,-34%,-37%,-15%,-10%

31: CC(C)NCC(O)(c1ccc(Cl)cc1)c1ccc(Cl)cc1
32: CN(C)/C=C/C(=O)c1ccc(C(F)(F)F)cc1F
33: C=CCOc1ccc(C2/C(=C(\O)c3ccc(F)cc3)C(=O)C(=O)N2CCCN(C)C)cc1 (centres undefined)
34: CC(NC(=O)Nc1nccs1)(C(F)(F)F)C(F)(F)F
35: CCNC(=O)[C@H]1O[C@@H](n2cnc3c(N)nc(NCCc4ccc(CCC(=O)O)cc4)nc32)[C@H](O)[C@@H]1O
36: Cc1ccc(C)c(Cn2nc3c4ccccc4n(Cc4ccccc4)cc-3c2=O)c1
37: N/C(=N\OC(=O)CCC1CCCCC1)c1cccnc1
38: CCOc1ccc(S(=O)(=O)NCc2ccco2)c2ccccc12
39: O=C(NCc1ccco1)C(Cc1ccccc1)N1C(=O)C2C3C=CC(C3)C2C1=O (centres undefined)
40: O=C(c1ccc2oc(CCCc3ccccc3)nc2c1)N1CCCC1

compound no.,31,32,33,34,35,36,37,38,39,40
CHX counter,-3,12,2,-3,-3,-7,17*,4,-1,63*
LmPK inh,-3%,10%,-2%,-3%,0%,0%,-5%,13%,1%,-8%
Pf growth 48h,12µM*,53%[activator],?,·,41%[activator],13µM*,8%,·,2%,24%
TbPYK inhibitor,-6%,-1%,1%,3%,23%,13%,-1%,3%,-13%,1%
Shiga toxin inh,2,40,2,-13,-4,-4,35*,10,28,129*
Pf growth 96h,1.5µM*,33%[activator],?,-2%,73%[activator],10%,8%,?,?,22%
AmpC inh no detg,-7%,2%,-3%,-20%,-9%,-25%,-8%,-31%,-8%,75%[activator]

41: CCc1ccc(NC(=O)[C@H](Cc2ccccc2)NC(=O)C2CCN(C(=O)[C@@H](N)CC(C)C)CC2)cc1
42: CC(Sc1ccccc1)C(=O)NN=C1CCCCCCC1 (centres undefined)
43: CCOC(=O)C1(Cc2cccc(Cl)c2)CCCN(C(=O)c2cnn(CC)c2)C1 (centres undefined)
44: CCN(Cc1ccncc1)C(=O)CCc1nnc(CCC2CCCCC2)o1
45: O=C(O)c1c2c(nc3ccc(S(=O)(=O)N4CCC(C(=O)N5CCCCC5)CC4)cc13)CCCC2
46: CN(c1cccc(Cl)c1)S(=O)(=O)c1cccc(C(=O)Nc2nc3ccccc3[nH]2)c1
47: COCCNC(=O)NC(=O)CN1C(=O)NC(Cc2c[nH]c3ccccc23)C1=O (centres undefined)
48: CNC(=O)CN(c1cccc(Br)c1)S(C)(=O)=O
49: Clc1cc(Cl)c(OCc2nc(-c3ccccn3)no2)cc1Cl
50: CN1C[C@@H]2C(c3ccc(C(F)(F)F)cc3)C3(c4cccnc4)CC2(C3)[C@H]1c1ccccc1 (some centres undefined)

compound no.,41,42,43,44,45,46,47,48,49,50
CHX counter,2,7,22*,23*,-6,24*,-1,1,47*,-5
LmPK inh,-9%,15%,-5%,-9%,2%,2%,7%,-2%,0%,2%
Pf growth 48h,?,3%,-4%,?,·,15µM*,10%,16%,391%[activator],2.3µM*
TbPYK inhibitor,4%,-1%,3%,-3%,0%,-5%,-2%,-2%,0%,2%
Shiga toxin inh,8,20,39*,39*,-19,32,-6,10,125*,-7
Pf growth 96h,?,10%,15%,?,-17%,?,38%[activator],·,·,2.9µM*
AmpC inh no detg,250%[activator],-23%,110%[activator],88%[activator],-14%,-42%,0%,-4%,23%,162%[activator]

Filtered by structure, those above with a furan ring, fused or not
38: CCOc1ccc(S(=O)(=O)NCc2ccco2)c2ccccc12
39: O=C(NCc1ccco1)C(Cc1ccccc1)N1C(=O)C2C3C=CC(C3)C2C1=O (centres undefined)

compound no.,38,39
CHX counter,4,-1
LmPK inh,13%,1%
Pf growth 48h,·,2%
TbPYK inhibitor,3%,-13%
Shiga toxin inh,10,28
Pf growth 96h,?,?
AmpC inh no detg,-31%,-8%

The results go on.
51: NS(=O)(=O)c1ccc(CCNC(=O)CNC(=O)Cc2cccc3ccccc23)cc1
52: CCCCOc1ccc(C(=O)N/C(=C/C=C/c2ccccc2)C(=O)O)cc1
53: CCc1cc(=O)oc2cc(OC(=O)CN3C(=O)NC4(CCCC4)C3=O)ccc12
54: Cc1ccc(C)n1-c1c(C(=O)NN)cnn1-c1ccccc1
55: O=C(COc1ccccc1F)Nc1nnc(C2CCCC2)s1
56: CNC(=O)c1[nH]cnc1C(=O)N[C@@H](C)C(=O)OCc1ccccc1
57: CSc1ccc(C(=O)C2CCCN(C(=O)c3cccc(N4CCOCC4)c3)C2)cc1 (centres undefined)
58: COc1ccc(Cc2nc3ccc(C(=O)NC(C)Cc4ncccc4C)cc3o2)cc1OC (centres undefined)
59: O=C(OCc1ccc(Cl)cc1Cl)c1cccnc1Cl
60: CCOC(=O)c1[nH]c2ccc(OC)cc2c1NC(=S)N1CCN(c2ccccn2)CC1

compound no.,51,52,53,54,55,56,57,58,59,60
CHX counter,-3,3,-1,-4,18,3,12,30*,0,-3
LmPK inh,1%,-1%,-3%,-2%,-8%,-1%,8%,-5%,-4%,3%[11.5 µM]
Pf growth 48h,·,12%,8%,10µM*,12%,57%[activator],-7%,?,2%,?
TbPYK inhibitor,0%,-3%,-13%,1%,-8%,4%,0%,-5%,0%,-1%
Shiga toxin inh,-4,-4,-2,-4,18,-4,21,39,10,-14
Pf growth 96h,10%,34%[activator],4%,?,-17%,?,?,52%[activator],70%[activator],?
AmpC inh no detg,-9%,-18%,-13%,-36%,-29%,-5%,111%[activator],168%[activator],-11%,13%
